Screening data as filed in PubChem.
KLK7 zymogen act: proKLK7 zymogen activators, primary screen, biochemical, fluorescence intensity; AID 652039, 2013; hit rate 0.9% among 370,000; purified proKLK7, EDANS-DABCYL substrate fluorescence; 100% is mature enzyme control, 0% vehicle; Kallikrein-7 (Homo sapiens), P49862; activation, % at 7 µM;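 active = activation above the mean of all tested compounds plus 3 SD, computed per campaign excluding outliers beyond control limits, cut at about 13% in these data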
SIAE inh: human SIAE inhibitors, primary screen, biochemical, fluorescence polarization, FP-Rh probe, 1536-well HTS. hit rate 0.69% among 370,000. Sialate O-acetylesterase (Homo sapiens), Q9HAT2. inhibition, % at 9.66 µM. SIAE FP-Rh probe binding;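 active = inhibition above a cutoff: mean of compounds within the control limits plus 3 SD of those, cut at about 17% in these data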;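 note: 0% = plate median of compound wells and 100% = probe without SIAE protein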
Target sequence (Q9HAT2 whole entry, looked up): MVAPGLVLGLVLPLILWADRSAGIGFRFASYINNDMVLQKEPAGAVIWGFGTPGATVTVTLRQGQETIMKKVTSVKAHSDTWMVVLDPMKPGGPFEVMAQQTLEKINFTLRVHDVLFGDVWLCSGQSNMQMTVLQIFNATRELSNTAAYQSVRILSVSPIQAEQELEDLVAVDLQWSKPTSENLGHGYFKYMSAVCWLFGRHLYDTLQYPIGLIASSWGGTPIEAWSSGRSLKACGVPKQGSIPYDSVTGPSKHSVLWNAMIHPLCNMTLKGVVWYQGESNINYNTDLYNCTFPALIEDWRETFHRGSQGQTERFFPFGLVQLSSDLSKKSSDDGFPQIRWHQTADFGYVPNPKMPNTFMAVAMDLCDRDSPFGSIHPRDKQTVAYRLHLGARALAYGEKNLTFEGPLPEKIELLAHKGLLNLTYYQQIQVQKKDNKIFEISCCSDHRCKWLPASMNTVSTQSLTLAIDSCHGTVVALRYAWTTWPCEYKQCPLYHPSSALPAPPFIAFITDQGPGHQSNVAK
Tn7 DDE FP: inhibitors of Tn7 peptide binding to fibrin DD(E), primary screen, biochemical, fluorescence polarization, human fibrin, Tn7 probe. Fibrinogen beta chain (Homo sapiens), P02675. FP displacement of FITC-Tn7 peptide from fibrin DD(E); 0% = median of compound wells per plate. inhibition, % at 8.3 µM. hit rate 0.13% among 370,000;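 active = inhibition above the mean of compounds falling within the control limits plus 3 SD of them, cut at about 14% in these data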;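 note: 0% = plate median of compound wells and 100% = 10 µM Aha-Tn7 peptide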
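Measure: % inhibition scaled between sample-field median and high-control FP; Test system: human fibrin DD(E); Quantity: 2 µM final DD(E) protein; Doses: one dose, 8.3 µM nominal; Schedule: compound with protein 10 min, then 3 h after probe, room temperature; Detection: fluorescence polarization; Medium: Tris buffer with calcium and detergent, pH 7.8.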
Tn6 DDE FP: inhibitors of Tn6 peptide binding to fibrin DD(E), primary screen, biochemical, fluorescence polarization, human fibrin, Tn6 probe. Fibrinogen beta chain (Homo sapiens), P02675. Fibrin DD(E) TRITC-Tn6 fluorescence polarization displacement. hit rate 0.21% among 370,000. inhibition, % at 8.3 µM;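 active = inhibition above a per-campaign cutoff: mean of compounds within control limits plus 3 SD, cut at about 15% in these data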;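 note: 0% = median of all compound wells on the plate and 100% = blocking peptide control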
TCR CD3 inh: inhibitors of human TCR-CD3 interaction, primary screen, biochemical, fluorescence, TAMRA-labeled TCR probe. inhibition, % at 9.4 µM. hit rate 0.37% among 360,000; in the data active = inhibition above about 19%;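 note: recombinant mutant TCR 2C K166C tagged with TAMRA read by polarization; 0% = receptor in buffer alone and 100% = receptor with positive control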
LEDGF integ inh: blockers of LEDGF/p75-dependent integrase strand transfer – biochemical, TR-FRET, high throughput, primary screen | HIV-1 integrase (with human LEDGF/p75) | TR-FRET IN-LEDGF/p75 DNA integration, Eu/Cy5 | inhibition, % at 3.7 µM | hit rate 0.64% among 370,000 | AID 743269, 2014;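 active = inhibition above the screen-wide mean plus 3 SD, cut at about 13% in these data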;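 note: signal is the Cy5 over europium emission ratio at 671 and 618 nm; 0% = plate median of compound wells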
TDP2 inh: human TDP2 enzyme inhibitors, primary screen, biochemical, epi absorbance, recombinant enzyme. T5PNP hydrolysis, p-nitrophenol absorbance 415 nm. inhibition, % at 12.8 µM. Tyrosyl-DNA phosphodiesterase 2 (Homo sapiens), O95551. hit rate 0.34% among 370,000. AID 720702, 2013;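 active = inhibition above the mean of all tested compounds plus 3 SD, set per campaign, cut at about 25% in these data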;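 note: 0% = DMSO with enzyme and 100% = buffer with substrate but no TDP2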
Target sequence (O95551 whole entry, looked up): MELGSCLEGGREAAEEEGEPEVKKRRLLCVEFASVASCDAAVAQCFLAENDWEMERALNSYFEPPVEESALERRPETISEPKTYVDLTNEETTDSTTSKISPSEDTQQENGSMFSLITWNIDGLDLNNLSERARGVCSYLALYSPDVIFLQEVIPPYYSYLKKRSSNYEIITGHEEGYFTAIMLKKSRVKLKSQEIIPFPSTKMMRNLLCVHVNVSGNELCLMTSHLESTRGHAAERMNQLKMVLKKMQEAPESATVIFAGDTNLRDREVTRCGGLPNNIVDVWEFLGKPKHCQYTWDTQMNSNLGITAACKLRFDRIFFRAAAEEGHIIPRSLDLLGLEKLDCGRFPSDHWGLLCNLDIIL
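System – recombinant human TDP2 · Quantity – TDP2 enzyme at 120 nM final · Doses – single concentration, 12.8 µM nominal, with 1% DMSO · Incubation – 2 h at 37 °C · Measured by – epi absorbance of p-nitrophenol freed from T5PNP by hydrolysis · Read-out – % inhibition relative to enzyme-containing and enzyme-free wells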
UHRF1 binding: UHRF1 methylated DNA binding inhibitors, primary screen, counter-screen for MBD2 inhibitor project, biochemical, TR-FRET, human UHRF1, single concentration; UHRF1 binding to methylated oligo; hit rate 0.75% among 370,000; inhibition, % at 4.4 µM; E3 ubiquitin-protein ligase UHRF1 (Homo sapiens), Q96T88; in the data active = inhibition above about 21%;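 note: UHRF1 SRA domain binding a hemimethylated CpG hairpin DNA probe; 0% = median of test compound wells and 100% = reference inhibitor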
MBD2 inh: inhibitors of MBD2 binding to methylated DNA, primary screen, biochemical, TR-FRET, DNA-binding domain, human | Methyl-CpG-binding domain protein 2 (Homo sapiens), Q9UBB5 | MBD2 binding to methylated oligonucleotide | inhibition, % at 4.4 µM | hit rate 0.31% among 370,000 | AID 686964, 2013; in the data active = inhibition above about 13%
PRMT1 inh: PRMT1 methyltransferase inhibitors, primary screen, biochemical, fluorescence polarization; Protein arginine N-methyltransferase 1 (Homo sapiens), Q99873; recombinant PRMT1, activity-based probe fluorescence polarization; inhibition, % at 2.79 µM; hit rate 1.3% among 370,000; AID 652257, 2013;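 active = inhibition above about 21% made by adding two undisclosed values, limit read from the data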
Numbers without * were called inactive; · = no result given.

Order of results – KLK7 zymogen act, SIAE inh, Tn7 DDE FP, Tn6 DDE FP, TCR CD3 inh, LEDGF integ inh, TDP2 inh, UHRF1 binding, MBD2 inh, PRMT1 inh
> CCn1cc(S(=O)(=O)NCc2ccc(OC)cc2)cn1
    0.1, -5, -2, 0, -1, 4, 1, 1, 1, -2
> O=C(CSc1nnc(-c2ccncc2)n1Cc1ccccc1)NCCc1ccccc1
    0.6, -6, 4, -5, 0, 1, 0, 0, 0, -4
> CCn1c(SCC(=O)Nc2cc(OC)c(OC)c(OC)c2)nnc1-c1cccs1
    0.1, 3, 6, -2, 3, 2, 2, 0, -1, 3
> OCCNc1nc(NCc2ccccc2)c2ccccc2n1
    -9.6, -9, -5, -8, -1, 1, 10, -1, 1, -1
> O=C(NCc1cccc(Cl)c1)c1cccc2c(-c3cccnc3)coc12
    0.0, -2, -2, -4, 5, -3, -8, 1, 7, 4
> O=C(CN1CCN(c2ccccc2F)CC1)NC(=O)NCc1ccccc1
    -0.8, -8, 0, -2, -9, -2, 0, 2, 1, 2
> O=C(N/N=C/C1CC2C=CC1C2)c1ccccc1O (stereo not given)
    1.2, 13, 7, -3, -8, 0, -13, 2, 7, 2
> COc1ccc(Cn2c(CCC(=O)Nc3ccc(C)cc3)nc3cccnc32)cc1
    -0.6, 1, -6, 1, 4, -1, 14, 15, 4, 0
> CCOC(=O)C1CCCN(C(=O)c2ccco2)C1 (stereo not given)
    -0.1, -4, 7, 1, -6, 2, 11, -1, 1, 1
> COC(=O)CSc1cccc2c1C(=O)CC2c1ccccc1 (stereo not given)
    0.5, 2, -1, 8, -2, -2, 4, -1, 2, 1
> Cc1nc2c3ccccc3nc(NNC(=O)CCC(=O)NCCC(C)C)n2n1
    0.5, 7, -12, 4, 4, 2, -9, 1, 2, -3
> c1ccc(C2NCCNC2c2ccccc2)cc1 (stereo not given)
    0.0, 4, 1, -9, 4, 2, 1, -3, -4, -4
> CC(C)c1c(C(=O)N/N=C/c2ccoc2)nnn1-c1nonc1N
    0.0, -2, -7, 6, 2, 0, -6, -2, -1, 0
> COc1cc(C)c(C)cc1S(=O)(=O)N1CCCCC1c1cccnc1 (stereo not given)
    -0.6, 0, 10, -5, 10, 1, 7, 3, -5, -3
> Cc1ccc(-n2c(SCC(=O)Nc3cccc4ccccc34)nnc2-c2cnccn2)cc1
    0.5, 10, -6, -2, ·, -3, -3, -2, -1, -3
> CCCNC(=O)c1ccccc1N1CCN(CCCCN2C(=O)C3CCCCN3C2=O)CC1 (stereo not given)
    0.0, 2, -4, 1, 4, -1, 12, -4, 3, 0
> O=C(NCc1cc(F)cc(C(F)(F)F)c1)C1CCC(=O)N(C2CCCC2)C1 (stereo not given)
    -0.2, 3, -7, -7, -3, 1, -1, 0, 5, 5
> COc1ccc(CCNC(=O)c2cccc(S(=O)(=O)N3CCCC3)c2)cc1OC
    0.7, 8, 1, 2, -5, -5, -4, 1, 5, -2
> CCOC(=O)c1nn(-c2ccccc2)c(=O)cc1SC(C)CC (stereo not given)
    0.7, -8, -10, -4, 5, 4, -19, 4, 0, -1
> COc1cccc(CNC(=O)c2cccc(NC(=O)C3=C(C)OCCS3)c2)c1
    -0.3, 21*, 8, 14, -9, -2, -5, -2, -2, 1
> COCCCn1c(=O)c2ccccc2n(Cc2cc(C(=O)OC)ccc2OC)c1=O
    0.5, -4, 1, 5, 4, -1, 6, -1, 0, -2
> COc1ccc(NC(=O)NNS(=O)(=O)c2ccc(OC)c(OC)c2)c(OC)c1
    0.0, 4, -4, -2, 2, 2, 0, -3, -3, 2
> CCCNC(=O)C1(CC2CC(c3ccccc3)=NO2)CCN(C(=O)C2(C)CC2)CC1 (stereo not given)
    -0.2, 2, 2, -3, 2, 0, 0, 4, 3, 3
> CC(C)c1ccc2[nH]c3nc(SCC(=O)N4CCOCC4)nnc3c2c1
    -1.6, -10, -5, 1, 0, -1, -5, -2, -3, 0
> CCN(CC)S(=O)(=O)c1ccc2c(c1)nc(CCC(=O)OCC(=O)Nc1c(F)cccc1F)n2C
    -0.5, 1, -2, 0, 1, 0, -2, 3, -5, -1
> Cc1c(C=O)c2ccccn2c1C(=O)c1ccc(F)cc1
    0.3, -2, -1, 5, 5, 5, -16, 0, 1, 3
> Cc1ccc2c(c1)N(CC(=O)OC(CC(C)C)C(=O)NC1CCCC1)C(=O)CO2 (stereo not given)
    0.0, -4, -2, 10, 13, -2, -1, 18, -4, 1
> COc1cc(S(=O)(=O)NC2CCCCC2C)ccc1Cl (stereo not given)
    -0.6, 1, 1, 8, -5, -5, -9, 3, -1, 1
> COc1ccc(OC)c(S(=O)(=O)NCc2cccnc2)c1
    0.8, 2, -6, 3, 3, -3, -6, 4, 2, 0
> C#CCN(C[C@H]1[C@H](OC(=O)NCc2ccco2)[C@H](OC(=O)NCc2ccco2)C[C@H]2C(=O)N(c3ccccc3)C(=O)[C@@H]12)S(=O)(=O)c1ccc(C)cc1
    1.1, 1, 8, 6, 1, 3, 6, -1, -5, -6
> CN(C(=O)[C@@H](Cc1ccccc1)NC(=O)[C@H]1O[C@@H](n2ccc(=O)[nH]c2=O)[C@H](O)[C@@H]1O)C1CCCCC1
    0.0, 3, -2, 0, -5, 0, 5, 2, 7, -1
> O=C(c1cccc(F)c1)N1CCN(c2cccc(Cl)c2)CC1
    0.3, -2, -6, -3, -5, -3, 7, 4, 3, 2
> O=C(O)CC1S/C(=N/N=C/c2ccc(Br)cc2)N(c2ccccc2)C1=O (stereo not given)
    -0.6, 6, 6, 0, -3, -1, 14, 1, 0, 1
> Cc1c(C(=O)OCC(=O)c2c(N)n(CC(C)C)c(=O)n(C)c2=O)oc2ccccc12
    0.0, -22, -1, -3, 4, 0, 4, -2, -4, -1
> O=C(CCCc1ccccc1)Nc1cccc(C(=O)O)c1
    -0.1, -1, 4, 6, 1, 4, 0, -1, 0, -3
> O=C(NCc1nnc(SCc2ccc(C(F)(F)F)cc2)n1-c1ccccc1)C12CC3CC(CC(C3)C1)C2
    -0.2, 4, 3, 4, 1, -6, -3, 0, 3, 0
> COC(=O)C(CC(C)C)N(Cc1ccc(Br)cc1)S(=O)(=O)CCl (stereo not given)
    0.0, -2, 4, 0, 7, 0, 5, 0, 0, 0
> CCOC(=O)CN(C(=O)c1snc(C(N)=O)c1N)C(C(=O)NC1CCCCC1)c1ccc(F)cc1 (stereo not given)
    -3.9, 0, -3, 0, -4, -4, 8, 0, 1, 0
> CCNc1nc2cccnc2s1
    -0.2, 0, 5, -3, -3, 4, 2, 1, -4, -4
> O=C(Nc1ccccc1)C1CCCN1S(=O)(=O)c1cccs1 (stereo not given)
    0.1, 6, -10, -1, 11, 0, 11, -4, 3, -1
> CCCC1CCC2(CCCN2CCOC(=S)Nc2ccccc2Br)CC1 (stereo not given)
    ·, -2, -1, -4, ·, -4, -3, 2, 2, 12
> C/C(=N\OCC(=O)Nc1ccc(F)c(F)c1F)c1cc2ccccc2o1
    0.0, 1, 2, 4, 4, -5, -8, 0, 0, -3
> NC(=S)NN=C1c2ccccc2-c2cc(Br)ccc21
    0.7, -7, 2, 8, 0, -4, 0, -3, 2, 5
> CCOC(=O)c1ccc(Oc2nc(NC)nc(Nc3ccccc3)n2)cc1
    0.1, -4, 8, 5, -4, -3, 2, -3, 1, 0
> COc1cc(S(=O)(=O)NC2CCCCC2C)ccc1-n1cnnn1 (stereo not given)
    0.3, 0, 10, 0, -3, -2, -1, 0, 2, -1
> Cc1cccnc1NC1(C(F)(F)F)N=C2SCCN2C1=O (stereo not given)
    -0.1, 6, -5, -1, 9, 1, 6, 1, -2, 10
> COc1ccc(CNC(=O)C(C)Sc2ccc(C)cc2)cc1 (stereo not given)
    0.1, 4, -2, 1, 2, -2, 5, 1, 2, -3
> Oc1ccc(C2=Nn3c(nnc3-c3ccco3)SC2)cc1O
    -0.3, 30*, 0, -1, 22*, 4, -11, -1, 0, 12
> Cc1ccc2oc(=S)n(C)c2c1
    0.5, -9, -3, 2, -4, 0, 7, 1, -2, -2
> COc1cc(/C=C2\SC(=O)NC2=O)ccc1Oc1cnccn1
    -0.2, -6, 2, 1, 3, 0, 4, -1, -1, 2
> COc1cccc(C(C(=O)NC(C)(C)C)N(Cc2ccc(F)cc2)C(=O)CCC(=O)Nc2cc(C)on2)c1OC (stereo not given)
    0.3, 11, 4, -1, -6, 0, -6, -1, -8, 0
> COC(=O)c1sc2ccccc2c1-n1cccc1C(=O)C(=O)Nc1ccc(OC)cc1
    -3.1, -10, -2, 3, -5, -2, -16, 6, 2, 4
> C/C(=N\NC(=O)c1ccccc1Br)c1ccc(N2CCOCC2)cc1
    0.7, 1, -2, -1, 1, 4, -6, 1, 0, 0
> O=C(NC1CC2CCCC(C1)N2C(=O)Nc1ccccc1F)C1CC1 (stereo not given)
    -0.4, -5, 2, 2, 0, -1, -4, 0, 2, -2
> COc1cc(/C=C2/SC(=S)N(C)C2=O)ccc1OC(=O)c1ccco1
    0.4, -10, 8, -1, -15, -1, 4, 3, 4, -1
> COC(=O)/C(=C\c1c[nH]c2ccccc12)NC(C)=O
    0.2, -2, 0, 0, 6, -1, 2, -5, 2, -2
> COc1cccc(NC(=O)CN(C)S(=O)(=O)c2ccc3c(c2)NC(=O)CS3)c1
    -0.2, -5, 4, -2, 4, -1, 1, -2, -2, 0
> CCOC(=O)c1ccc(CNS(=O)(=O)c2c(C)ccc3nsnc23)o1
    -0.6, 1, 0, -8, -1, -1, -3, 1, -5, -1
> CC(C)[C@H](N)c1nnc(SCc2ccc(Cl)cc2)o1
    -0.2, -5, 7, -8, -2, -6, -5, 2, 6, 7
> Oc1csc(Cc2nc(-c3ccc(-c4ccccc4)cc3)cs2)n1
    -1.2, 4, -4, -6, 2, 5, -6, 1, -2, 1
> Cc1ccc(NC(=O)C2CCN(c3cnccn3)CC2)cc1
    -0.1, -3, 1, -9, 0, 5, 7, -2, -4, -3

Two compounds drawn at random from those above:
Order of results – KLK7 zymogen act, SIAE inh, Tn7 DDE FP, Tn6 DDE FP, TCR CD3 inh, LEDGF integ inh, TDP2 inh, UHRF1 binding, MBD2 inh, PRMT1 inh
> COc1cccc(NC(=O)CN(C)S(=O)(=O)c2ccc3c(c2)NC(=O)CS3)c1
    -0.2, -5, 4, -2, 4, -1, 1, -2, -2, 0
> COc1cc(/C=C2\SC(=O)NC2=O)ccc1Oc1cnccn1
    -0.2, -6, 2, 1, 3, 0, 4, -1, -1, 2
